From PubChem BioAssay
proCasp3 act = procaspase-3 (human) activation; P42574; recombinant procaspase-3 D3A, Ac-DEVD-pNA absorbance 405 nm; activation, % at 8.5 µM; actives 0.11% (n = 330,000);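 active = activation above the mean of all tested compounds plus 3 SD, cut at about 21% in these data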;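 also: 0% = DMSO alone and 100% = DMSO wells spiked with extra 5 µM PC-3 D3A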
Target sequence (P42574 whole entry D9A/D28A/D175A): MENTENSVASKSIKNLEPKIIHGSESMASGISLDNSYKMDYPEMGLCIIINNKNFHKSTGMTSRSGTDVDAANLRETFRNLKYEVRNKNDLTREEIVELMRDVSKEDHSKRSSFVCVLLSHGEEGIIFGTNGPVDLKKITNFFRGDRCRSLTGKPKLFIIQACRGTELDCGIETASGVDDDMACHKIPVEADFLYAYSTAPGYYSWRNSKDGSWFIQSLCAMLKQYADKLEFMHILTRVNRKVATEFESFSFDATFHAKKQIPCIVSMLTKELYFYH
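Compound: 8.5 µM single point, 0.8% DMSO / Material: Autoprocessing-dead procaspase-3 D3A mutant enzyme / Timing: 1 h preincubation plus 2 h reaction at 25 °C / Medium: Zinc-free HEPES/NaCl buffer with 0.01% Triton X-100 at pH 7.4 / Technique: 405 nm absorbance of p-nitroaniline, reads at 0 and 120 min / Repeats: one well per compound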
AHR act = human AHR activation; AHR-responsive luciferase reporter cells, luminescence; activation, % at 5 µM; actives 2.5% (n = 320,000); in the data active = activation above about 47%;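 also: 0% = vehicle wells and 100% = reference agonist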
Yeast superoxide = caloric restriction mimetics inhibiting age-related superoxide in yeast. superoxide response (% of plate mean), % at 10 µM. S. cerevisiae aged cells, superoxide DHE fluorescence; active compounds read low. AID 2690. actives 0.18% (n = 330,000);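 active = superoxide response under a set limit, about three screen SD below normal, cut at about 65% in these data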;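 also: yeast aged for seven days with compound at 30 °C before DHE staining; 100% = average MFI of all compound-treated wells on the plate with controls excluded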
RPL19A-GFP yeast = alters RPL19A-GFP fluorescence in TOR pathway yeast screen; S. cerevisiae RPL19A-GFP strain, flow cytometry, 3 h; active compounds read low; percent response vs DMSO, % at 10 µM; actives 0.3% (n = 330,000);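 active = percent response vs DMSO below 50%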;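 also: median channel GFP fluorescence of the barcoded RPL19A-GFP strain; ratio of sample median GFP to plate DMSO average so 100% = DMSO; lower means less RPL19A-GFP as with rapamycin TOR inhibition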
GASC-1 inh = human JMJD2C demethylase inhibition; Q9H3R0; GST-JMJD2C(1-420) H3K9me3 demethylation, DELFIA europium; inhibition, % at 2.35 µM; actives 0.069% (n = 330,000); AID 2099;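 active = more than half of a compound's replicate wells show inhibition beyond 50%, single wells judged on their own value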;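 also: signal counts dimethyl H3K9 product captured on neutravidin plate; 0% = median of DMSO wells and 100% = 0.3 times that DMSO median; strong numbers were not always called active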
Target sequence (Q9H3R0 1-420 limits assumed): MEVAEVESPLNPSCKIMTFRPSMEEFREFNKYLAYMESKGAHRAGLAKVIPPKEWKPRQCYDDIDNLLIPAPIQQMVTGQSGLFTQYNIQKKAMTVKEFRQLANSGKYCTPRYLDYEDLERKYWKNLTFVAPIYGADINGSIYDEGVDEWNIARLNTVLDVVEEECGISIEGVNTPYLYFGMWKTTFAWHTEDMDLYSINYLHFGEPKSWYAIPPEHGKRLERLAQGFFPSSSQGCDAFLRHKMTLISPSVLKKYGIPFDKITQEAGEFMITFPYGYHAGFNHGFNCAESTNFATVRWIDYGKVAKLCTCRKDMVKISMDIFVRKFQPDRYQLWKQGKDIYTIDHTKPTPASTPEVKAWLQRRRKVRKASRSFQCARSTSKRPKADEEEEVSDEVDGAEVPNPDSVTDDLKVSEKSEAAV
proCasp7 act = counter-screen: procaspase-7 (human) activation. P55210. recombinant procaspase-7, Ac-DEVD-pNA absorbance 405 nm; D23A/D198A/D206A triple mutant, cannot self-cleave; scale: DMSO 0, 5 µM enzyme 100. activation, % at 8.5 µM. actives 0.093% (n = 330,000);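 active = percent activation above the screen-wide mean plus 3 SD, cut at about 25% in these data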
Target sequence (P55210 whole entry D23A/D198A/D206A): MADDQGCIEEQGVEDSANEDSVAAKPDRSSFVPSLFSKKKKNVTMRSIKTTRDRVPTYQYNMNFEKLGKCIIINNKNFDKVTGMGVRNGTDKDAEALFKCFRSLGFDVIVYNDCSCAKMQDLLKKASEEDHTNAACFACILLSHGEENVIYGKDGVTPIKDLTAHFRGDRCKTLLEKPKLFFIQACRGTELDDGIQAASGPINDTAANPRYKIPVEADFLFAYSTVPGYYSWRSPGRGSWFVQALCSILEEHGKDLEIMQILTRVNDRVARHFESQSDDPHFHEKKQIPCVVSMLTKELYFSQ
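Assay system: Uncleavable procaspase-7 mutant enzyme; Input: 2 µM procaspase-7 mutant as dispensed; Also added: DEVD-pNA substrate; Medium: Zinc-free HEPES pH 7.4 with 300 mM NaCl, 0.01% Triton X-100; Timing: 1 h compound preincubation, 2 h substrate cleavage, 25 °C; Measured by: Epi-absorbance of released pNA at 405 nm, two timepoints.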
MEP2 TOR yeast = yeast TOR pathway MEP2-GFP modulation; actives 0.51% (n = 330,000); S. cerevisiae MEP2-GFP strain, flow cytometry GFP, 3 h; 100% = DMSO control level; AID 2016; GFP response vs DMSO, % at 10 µM;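 active = GFP response versus DMSO above a set limit, roughly screen mean plus 3 SD, cut at about 180% in these data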;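 also: median GFP fluorescence of the barcode-gated MEP2-GFP cells per well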
LAP4 TOR yeast = alters LAP4-GFP fluorescence in TOR pathway yeast screen | S. cerevisiae LAP4-GFP multiplex, flow cytometry GFP, 3 h; median GFP as percent of DMSO wells | GFP response vs DMSO, % at 10 µM | actives 0.34% (n = 320,000);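 active = GFP response vs DMSO above a set limit, about the screen mean plus 3 SD, cut at about 150% in these data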
An asterisk follows results filed as active; / = no result given. Hits appear at their usual frequency; any-hit rate near 3.8%.

Results follow in this order: Yeast superoxide	LAP4 TOR yeast	proCasp3 act	GASC-1 inh	MEP2 TOR yeast	RPL19A-GFP yeast	AHR act	proCasp7 act
#1 Cc1cc(O)ccc1N/C=C(\C#N)c1nc2ccccc2o1
    87	99	-3	-11	105	102	54*	3
#2 COc1ccccc1OCCSc1nnc(C)n1-c1ccccc1
    117	95	2	-1	86	97	13	5
#3 Cc1cccc(NC(c2ccc(C)s2)c2ccc3ccc(C)nc3c2O)n1 (stereo not given)
    126	176*	-13	-13	90	94	0	-1
#4 CCCCNCCOc1ccccc1-c1ccccc1
    96	105	-5	0	86	101	-1	4
#5 O=C(Cn1cnc2ccccc21)N1CCN(S(=O)(=O)c2ccccc2)CC1
    92	99	0	5	104	113	0	0
#6 COc1ccccc1N1CCN(/N=C\c2cccnc2)CC1
    108	90	4	-1	108	103	3	-4
#7 Cc1cccc(N2CCN(C(=O)C3CCC(=O)N(C4CC4)C3)CC2)c1C (stereo not given)
    95	102	2	4	112	107	2	3
#8 CC(C)c1ccccc1NC(=S)NN(Cc1ccccc1)c1ccccc1
    109	98	-3	1	99	99	2	-1
#9 CC(c1ccon1)N(C)Cc1cn(C)nc1-c1ccc2c(c1)OCCO2 (stereo not given)
    110	99	4	-15	96	94	3	2
#10 CN(Cc1cccs1)C(=O)COc1cccc2c1OC(C)(C)C2
    102	94	1	5	106	91	0	1
#11 COc1ccc(CC(=O)Nc2ccccc2N2CCCC2)cc1
    100	97	0	-1	113	110	12	2
#12 CCOC(=O)CSc1nc2ccc(N3CCOCC3)cc2c(=O)n1Cc1ccccc1
    102	94	3	0	98	101	2	7
#13 COc1ccc(Nc2sc(C(=O)c3ccc(Cl)cc3)c(N)c2C(=O)Nc2ccccc2OC)cc1
    100	98	-8	-7	94	97	26	0
#14 CC(NC(=O)NCCCn1ccnc1)(C(F)(F)F)C(F)(F)F
    102	111	-3	-8	99	94	8	13
#15 O=C(NC1=NCCS1)c1ccc(F)c(S(=O)(=O)N2CCOCC2)c1
    97	106	4	3	101	102	0	3

(list continues)
Results follow in this order: Yeast superoxide	LAP4 TOR yeast	proCasp3 act	GASC-1 inh	MEP2 TOR yeast	RPL19A-GFP yeast	AHR act	proCasp7 act
#16 CCSc1nnc(NC(=O)CSc2ncccn2)s1
    98	103	-2	-7	97	103	2	4
#17 Cc1cc(C#N)c(C)n1-c1cc(C(F)(F)F)ccc1N1CCOCC1
    105	98	1	-9	107	100	1	5
#18 CCc1cccc(C)c1NC(=O)CSc1nnc(-c2ccco2)n1N
    102	94	-1	2	96	104	2	14
#19 O=C(CN1C(=O)COc2ccccc21)c1ccc(Cl)cc1
    114	95	-2	-3	97	103	50*	-5
#20 COC(=O)c1ccccc1NC(=O)C(CCS(C)(=O)=O)NC(C)=O (stereo not given)
    95	98	-5	4	99	101	-2	5
#21 COc1ccc(C(=O)/C=C/Nc2cccc(O)c2)cc1
    80	98	-8	-5	97	100	2	-28
#22 COC(=O)c1c(NC(=O)CN2CCN(Cc3ccc4c(c3)OCO4)CC2)sc(C)c1C
    116	97	10	9	105	92	12	-2
#23 CS(=O)(=O)c1ccc(Cl)c(NC(=O)CCc2ccccc2)c1
    90	104	1	-33	105	98	0	7
#24 CCCCN(C(=O)CNC(=O)c1cccs1)C(C(=O)NC1CCCCC1)c1cccnc1 (stereo not given)
    93	120	0	6	105	102	0	-12
#25 Cc1ccc(S(=O)(=O)Nc2cc(C)nn2-c2ccccc2)cc1
    94	95	15	-6	101	100	1	6
#26 Cc1ccccc1OCCC(=O)OCC(=O)NC(C)c1ccccc1 (stereo not given)
    77	98	5	28	100	108	-2	17
#27 COc1ccc(/C=N/NC(=O)Cc2cc(OC)c(OC)cc2[N+](=O)[O-])cc1
    110	106	4	-21	107	115	4	2
#28 Cc1occc1C(=O)NNC(=O)c1ccccc1C(=O)O
    97	94	6	-17	99	97	-1	1
#29 CCOc1ccc(S(=O)(=O)Nc2ccc(F)cc2)c(C)c1C
    70	120	-4	2	108	101	1	0
#30 Cn1sc(NC(=O)c2ccccc2)nc1=O
    101	105	8	3	99	96	8	-4

(cont.)
Results follow in this order: Yeast superoxide	LAP4 TOR yeast	proCasp3 act	GASC-1 inh	MEP2 TOR yeast	RPL19A-GFP yeast	AHR act	proCasp7 act
#31 c1ccc(-c2nn[nH]n2)cc1
    86	105	-8	1	100	96	-3	1
#32 COc1ccc(-c2cc(C(F)(F)F)nc(-n3cc(Cl)cn3)n2)cc1
    87	106	2	10	103	92	-16	9
#33 C=CCSc1nc(N)c(C(=O)Nc2ccccc2OC)cc1C(=O)Nc1ccccc1
    101	96	-17	5	94	99	75*	-4
#34 O=C1c2ccccc2C(Nc2ccc3c(c2)OCCO3)N1Cc1ccco1 (stereo not given)
    87	101	1	-15	105	98	2	1
#35 COc1ccc(NC(=O)c2ccc(N3C(=O)C4CC=C(Cl)CC4C3=O)cc2)cc1 (stereo not given)
    98	97	2	7	103	98	-2	-4
#36 O=[N+]([O-])c1ccc(NCc2ccccc2)nc1
    100	102	-13	-8	91	100	6	-24
#37 Nc1nccnc1C(=O)OCc1nc2sc3c(c2c(=O)[nH]1)CCCC3
    105	98	-12	12	103	98	2	4
#38 Cc1ccc(C(=O)NC(=S)Nc2ccccc2N2CCCC2)cc1[N+](=O)[O-]
    91	100	1	4	101	98	39	-11
#39 CC(C)CC(=O)Nc1cccc(-c2nc3ccccc3[nH]2)c1
    91	98	7	5	102	106	58*	9
#40 Cc1nc(Nc2ccc3c(c2)OCCO3)c2oc3ccccc3c2n1
    82	87	-5	-8	95	105	34	-3
#41 CC(=O)Oc1ccc(C(=O)Nc2cccc(C(=O)NC(C)(C)C)c2)cc1
    115	102	0	-2	102	96	2	-8
#42 CCCn1c(N)c(C(=O)CN(C)CC(=O)Nc2c(Cl)cccc2Cl)c(=O)[nH]c1=O
    114	97	6	-8	91	99	0	18
#43 Cc1cc(-c2ccccc2)nc2[n+]1CCN2C
    84	102	-6	1	98	96	-3	5
#44 CCCCCc1nc2c(=O)[nH]c3ccccc3c2o1
    94	101	3	-2	105	104	-3	14
#45 COc1cc(COCC(O)CN2CCN(CCN3C(=O)c4cccc5cccc(c45)C3=O)CC2)cc(OC)c1OC (stereo not given)
    108	98	-9	13	102	99	0	7

Additional compounds
Results follow in this order: Yeast superoxide	LAP4 TOR yeast	proCasp3 act	GASC-1 inh	MEP2 TOR yeast	RPL19A-GFP yeast	AHR act	proCasp7 act
#46 O=C(O)CCCCCN=Cc1c(O)c2ccccc2oc1=O
    110	111	-9	-5	117	103	0	6
#47 CCOC(=O)Nc1nn(-c2ccc(C)cc2)c(=O)c(C#N)c1C
    103	93	-3	-5	86	91	5	2
#48 Nc1nnc(SCCCOc2ccc(F)cc2)s1
    68	100	-3	-32	96	102	4	1
#49 Cc1ccc(-n2nc(C)c3c(C)c(CCC(=O)O)c(C)nc32)cc1
    108	151*	-7	-3	185*	105	15	6
#50 Cc1ccc(C(=O)NCCN2C3=NC[C@H](Cc4ccc(O)cc4)N3C[C@H]2Cc2ccc(O)cc2)cc1Br
    104	140	7	-12	93	91	2	9
#51 O=S(=O)(c1ccc(Cl)cc1)N(CCCN1CCOCC1)Cc1cccs1
    104	121	10	5	105	94	1	8
#52 O=C(COc1ccccc1/C=C\c1[nH]c(=O)[nH]c(=O)c1[N+](=O)[O-])Nc1ccccc1
    104	109	-5	28	111	101	1	5
#53 CC(C)[C@H](NC(=O)Cc1ccccc1)C(=O)OCc1cc(=O)n2c(n1)sc1ccccc12
    100	91	12	7	99	100	3	9
#54 CCSc1nnc(NC(=O)C(C)Sc2nc3ccccc3[nH]2)s1 (stereo not given)
    89	95	11	-3	100	107	13	2
#55 CCOc1ccc(C2N(c3ccc(Cl)cc3)C(=O)C3CCCN32)cc1OC (stereo not given)
    105	93	-6	0	109	105	3	3
#56 CCOC(=O)Cc1cc(-c2ccccc2)nc2ccc3ccccc3c12
    99	113	-1	14	107	102	93*	13
#57 CCOc1ccc(S(=O)(=O)NCCC(=O)NCCOc2ccccc2OC)cc1
    103	101	-1	12	101	100	1	-1
#58 Cc1ccc2nc3c(cc2c1)c(C)nn3-c1ccccc1
    95	100	0	17	91	105	36	3
#59 CCc1nc2ccccc2c(C(=O)OCC(=O)Nc2ccc(S(=O)(=O)N3CCOCC3)cc2)c1C
    108	106	10	4	109	103	3	10
#60 O=C(Nc1ccc2c(c1)OCCO2)c1cc2ccccc2o1
    100	112	8	-13	96	94	21	1

(more compounds)
Results follow in this order: Yeast superoxide	LAP4 TOR yeast	proCasp3 act	GASC-1 inh	MEP2 TOR yeast	RPL19A-GFP yeast	AHR act	proCasp7 act
#61 Cc1c(OC(C)C(=O)O)ccc2c3c(c(=O)oc12)CCCC3 (stereo not given)
    100	105	-5	-3	109	107	2	-4
#62 CCOC(=O)c1oc2ccccc2c1NC(=O)c1ccccc1OC
    101	125	0	6	110	103	13	2
#63 O=C(N/N=C/c1cccs1)c1ccc2nc[nH]c2c1
    98	105	0	2	98	106	3	3
#64 Cc1ccc(S(=O)(=O)/N=C2/NC(=O)/C(=C\c3cc(Br)cc(Br)c3O)S2)cc1
    73	74	/	-12	105	109	/	/
#65 c1ccc(CSc2nc3ncccn3n2)cc1
    90	98	-2	-1	100	93	2	-9
#66 Cc1ccccc1OCC(=O)NNC(=O)c1ccoc1C
    90	108	5	-1	113	112	-1	7
#67 Cc1ccc(C2=NN(C(=O)CN3CCN(C4CCS(=O)(=O)C4)CC3)C(c3ccco3)C2)cc1 (stereo not given)
    92	87	-2	15	96	96	0	7
#68 COC(=O)c1ccc(C2C(C(=O)c3cc4ccccc4o3)=C(O)C(=O)N2CCN2CCOCC2)cc1 (stereo not given)
    109	105	4	-3	105	100	3	4

In the list so far, these have bromine.
Results follow in this order: Yeast superoxide	LAP4 TOR yeast	proCasp3 act	GASC-1 inh	MEP2 TOR yeast	RPL19A-GFP yeast	AHR act	proCasp7 act
#50 Cc1ccc(C(=O)NCCN2C3=NC[C@H](Cc4ccc(O)cc4)N3C[C@H]2Cc2ccc(O)cc2)cc1Br
    104	140	7	-12	93	91	2	9
#64 Cc1ccc(S(=O)(=O)/N=C2/NC(=O)/C(=C\c3cc(Br)cc(Br)c3O)S2)cc1
    73	74	/	-12	105	109	/	/
